PAFAH1B2 FP inh: PAFAH1B2 enzyme inhibitors, primary screen, biochemical, fluorescence polarization, human. inhibition, % at 3.39 µM. Platelet-activating factor acetylhydrolase IB subunit alpha2 (Homo sapiens), P68402. actives 1.2% (n = 340,000). recombinant PAFAH1B2, FP-rhodamine activity probe;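 active = inhibition above the mean of all tested compounds plus 3 SD, cut at about 24% in these data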;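 also: 0% = enzyme with DMSO and 100% = wells lacking PAFAH1B2; many of its hits are not listed in these tables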
pPAFAH inh: pPAFAH enzyme inhibitors, primary screen, biochemical, fluorescence polarization, human | actives 1.5% (n = 330,000) | Platelet-activating factor acetylhydrolase (Homo sapiens), Q13093 | AID 463082, 2010 | inhibition, % at 3.39 µM | recombinant pPAFAH, FP-rhodamine probe fluorescence polarization;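 active = inhibition above the mean inhibition across the screen plus 3 SD, cut at about 25% in these data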;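 also: inhibitors block binding of the rhodamine activity-based probe so polarization drops; 0% = enzyme with DMSO and 100% = wells lacking pPAFAH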
Target sequence (Q13093 whole entry, looked up): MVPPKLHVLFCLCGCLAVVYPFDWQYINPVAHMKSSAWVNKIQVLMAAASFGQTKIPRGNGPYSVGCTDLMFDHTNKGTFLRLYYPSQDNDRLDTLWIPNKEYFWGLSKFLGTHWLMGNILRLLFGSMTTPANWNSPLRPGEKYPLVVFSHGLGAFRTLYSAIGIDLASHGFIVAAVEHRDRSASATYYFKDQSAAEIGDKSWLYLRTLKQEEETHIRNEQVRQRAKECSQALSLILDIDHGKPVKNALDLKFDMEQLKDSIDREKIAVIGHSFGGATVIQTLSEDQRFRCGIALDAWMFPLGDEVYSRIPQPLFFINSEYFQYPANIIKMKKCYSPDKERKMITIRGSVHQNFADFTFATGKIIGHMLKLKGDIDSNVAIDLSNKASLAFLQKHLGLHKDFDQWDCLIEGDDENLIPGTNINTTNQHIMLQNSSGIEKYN
PAD4 inh: human PAD4 inhibitors, primary screen, biochemical, fluorescence polarization, 1536-well format; AID 485272, 2010; Protein-arginine deiminase type-4 (Homo sapiens), Q9UM07; inhibition, % at 6.36 µM; recombinant PAD4, RCA probe fluorescence polarization; actives 0.41% (n = 330,000);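 active = percent inhibition above a cutoff equal to the mean of all tested compounds plus 3 SD, cut at about 15% in these data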;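 also: 0% = PAD4 with RCA probe and DMSO and 100% = probe without PAD4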
LYPLA2 counter: LYPLA2 inhibitors, primary screen, counter-screen for PME1 inhibitor project, biochemical, fluorescence polarization, FP-Rh probe ABPP; inhibition, % at 5.9 µM; actives 0.38% (n = 320,000); AID 2177, 2009; recombinant LYPLA2;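 active = inhibition above the screen-wide mean plus 3 SD, limit set per campaign, cut at about 26% in these data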;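 also: 0% = LYPLA2 with DMSO and 100% = wells lacking LYPLA2 enzyme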
Target sequence (O95372 whole entry, looked up): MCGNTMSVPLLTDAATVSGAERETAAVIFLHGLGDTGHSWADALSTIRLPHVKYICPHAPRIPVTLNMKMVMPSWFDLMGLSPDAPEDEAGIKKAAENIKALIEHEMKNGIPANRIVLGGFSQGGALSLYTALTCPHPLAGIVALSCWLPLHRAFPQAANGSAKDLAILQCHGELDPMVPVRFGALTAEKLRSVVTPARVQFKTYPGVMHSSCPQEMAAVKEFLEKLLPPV
PME-1 primary: PME-1 inhibitors via competitive probe labeling, primary screen, biochemical, fluorescence polarization, FP-Rh probe, HTS | inhibition, % at 5.9 µM | recombinant PME-1 | actives 0.53% (n = 320,000) | AID 2130, 2009;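 active = inhibition above the campaign mean of all compounds plus 3 SD, cut at about 26% in these data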;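 also: competitive labeling of PME-1 active site by serine hydrolase directed probe; 0% = PME-1 with DMSO and 100% = wells lacking PME-1 enzyme; inhibitors block probe labeling so polarization falls and inhibition rises; many of its hits are not listed in these tables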
GSTO1 inh: inhibitors of recombinant GSTO1, primary screen, counter-screen for RBBP9 inhibitor project, biochemical, fluorescence polarization; activity-based probe fluorescence polarization; inhibition, % at 5.96 µM; actives 1.1% (n = 300,000);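 active = inhibition above the campaign mean inhibition plus 3 SD, cut at about 35% in these data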;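 also: 0% = GSTO1-1 with DMSO and 100% = wells lacking GSTO1-1 enzyme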
PREPL inh: PREPL enzyme inhibitors, primary screen, biochemical, fluorescence polarization | inhibition, % at 5.96 µM | actives 0.68% (n = 320,000) | recombinant PREPL, fluorescence polarization activity-based probe; in the data active = inhibition above about 43%;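 also: 0% = enzyme with DMSO and 100% = wells lacking enzyme; many of its hits are not listed in these tables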
PAFAH1B3 inh: PAFAH1B3 enzyme inhibitors, primary screen, biochemical, fluorescence polarization, human; Platelet-activating factor acetylhydrolase IB subunit alpha1 (Homo sapiens), Q15102; recombinant PAFAH1B3, FP-rhodamine probe; inhibition, % at 3.39 µM; actives 0.28% (n = 340,000); AID 492972, 2010;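 active = inhibition above the screen-wide average of all tested compounds plus 3 SD, cut at about 25% in these data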;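 also: 0% = enzyme with DMSO only and 100% = wells lacking PAFAH1B3 protein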
LYPLA1 inh: LYPLA1 inhibitors, primary screen, counter-screen for PME1 inhibitor project, biochemical, fluorescence polarization, FP-Rh probe ABPP | Acyl-protein thioesterase 1 (Homo sapiens), O75608 | recombinant LYPLA1 | inhibition, % at 5.9 µM | actives 0.16% (n = 320,000) | AID 2174, 2009;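 active = inhibition above the mean of all tested compounds plus 3 SD, set per campaign, cut at about 14% in these data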;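 also: inhibitors block serine hydrolase probe labeling of LYPLA1 so polarization falls; 0% = enzyme with DMSO and 100% = wells lacking LYPLA1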
Target sequence (O75608 whole entry, looked up): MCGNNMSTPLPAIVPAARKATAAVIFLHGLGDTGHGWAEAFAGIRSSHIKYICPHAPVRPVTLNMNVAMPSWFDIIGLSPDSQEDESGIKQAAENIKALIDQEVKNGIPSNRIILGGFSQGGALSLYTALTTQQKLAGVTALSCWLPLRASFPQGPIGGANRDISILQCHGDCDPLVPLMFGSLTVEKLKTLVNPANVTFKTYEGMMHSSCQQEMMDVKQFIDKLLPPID
Numbers without * were called inactive; . = not tested or not shown; & = joins results of further samples.

Each structure is followed by: LYPLA2 counter	PME-1 primary	PAFAH1B2 FP inh	GSTO1 inh	LYPLA1 inh	PAFAH1B3 inh	pPAFAH inh	PAD4 inh	PREPL inh
- O=C(CN1CCOCC1)N/N=C/c1c(O)ccc2ccccc12
  -1	-1	2	38*	-2	0	8	-1	15
- COc1cc(/C=N/NC(=O)c2ccncc2)ccc1OC(=O)c1ccc([N+](=O)[O-])cc1
  2	0	-4	4	4	1	7	0	21
- NC(=S)N/N=C/c1ccc(C23CC4CC(CC(C4)C2)C3)cc1
  -23	-13	.	-6	-12	.	8	-5	-2
- O=C(COC(=O)c1ccc(F)cc1)NCC1COc2ccccc2O1 (centres undefined)
  .	.	0	.	.	6	5	3	-3
- COC(=O)CC(NC(=O)c1cccs1)c1ccc(OC)c(OC)c1 (centres undefined)
  0	-1	3	2	0	-1	3	5	10
- CC(OC(=O)C1CC(=O)N(Cc2ccccc2)C1)C(=O)Nc1ccc(F)cc1Cl (centres undefined)
  5	0	0	7	4	1	11	1	0
- Nc1nonc1C(=O)OCC(=O)N1CCCCC1
  3	-2	1	4	-2	-3	2	-4	-3
- CN(C)CCCN(C(=O)CCc1ccccc1)c1nc2ccc(Br)cc2s1
  -6	0	3	-9	-3	2	0	-5	-54
- CN1C(C(=O)NCC2CC2)CC2Cn3c(nc4cc(Cl)c(Cl)cc43)C21 (centres undefined)
  -8	1	3	-3	-4	3	-4	-4	5
- O=C(COc1ccc2ccc(=O)oc2c1)NCCc1c[nH]c2ccc(F)cc12
  2	10	0	3	2	5	-3	4	3
- O=C(c1cc(-c2ccccn2)nc2c(Cl)cccc12)N1CCN(C(=O)C2CCCO2)CC1 (centres undefined)
  -6	3	2	4	0	-1	9	-3	3
- CN1C2CCC1CC(OC(=O)c1c[nH]c3ccccc13)C2 (centres undefined)
  4&3	-7&3	4&2	5&3	6&-2	8&1	-3&1	-2&1	8&19
- CSc1ccccc1-n1nnnc1SCC(=O)Nc1cc(C)ccc1C
  -1	0	2	5	-1	3	1	2	-3
- COC(=O)CCS(=O)(=O)c1ccc(Cl)cc1
  10	1	7	4	3	2	-2	4	4
- COc1ccc(CC(=O)Nc2ccc(N3CCN(c4ccc(OC)cc4)CC3)c(C#N)c2)cc1
  2	-2	2	-4	1	6	-3	-2	6
- C/C=C/c1ccc(OCC(=O)OCC2=C(C(=O)OCC)C(C)NC(=O)N2)c(OC)c1 (centres undefined)
  3	-2	4	4	4	2	-2	-2	11
- Cc1ccc2cccc(S(=O)(=O)NC3CCS(=O)(=O)C3)c2n1 (centres undefined)
  4	-6	0	4	1	-2	-3	-7	23
- O=C(Nc1ccc2c(c1)OCCO2)C1CCN(c2cnccn2)CC1
  5	8	1	2	1	2	2	0	4
- Cc1ccc(N=Nc2c(O)[nH]c(=O)[nH]c2=O)cc1S(=O)(=O)Nc1ccc(Br)cc1
  .	.	0	.	.	13	76*	-1	30
- O=C1CN(S(=O)(=O)c2ccc([N+](=O)[O-])cc2)CC(=O)N1
  -7	0	7	12	-2	7	3	-1	7

(continued)
Each structure is followed by: LYPLA2 counter	PME-1 primary	PAFAH1B2 FP inh	GSTO1 inh	LYPLA1 inh	PAFAH1B3 inh	pPAFAH inh	PAD4 inh	PREPL inh
- CN(Cc1cccc(F)c1)C(=O)CN1CCN(S(=O)(=O)c2ccc3c(c2)OCCCO3)CC1
  -1	-8	-4	.	-6	0	-6	-4	15
- CS(=O)c1ccccc1COC(=O)Nc1ccc(Cl)cc1 (centres undefined)
  3	2	0	-1	0	-4	4	-1	-13
- NC(=O)C1CCN(C(=O)CCc2ccsc2)CC1
  -3	0	2	3	-4	11	8	-6	0
- CCc1cc(C(=O)Cc2nc3ccccc3s2)c(O)cc1OCC(=O)O
  -8	0	2	-5	-2	0	0	-3	3
- O=c1c2ccccc2nc(SCc2nnc(-c3ccccc3Br)o2)n1-c1ccccc1
  1	5	-1	1	0	14	7	2	25
- Cc1ccc(S(=O)(=O)NCCCN2CCOCC2)cc1C
  7	0	3	5	1	8	1	-1	-3
- Cc1ccc(C(=O)C(SC(C)(C)C)n2cncn2)cc1 (centres undefined)
  2	0	4	5	-1	0	4	-4	0
- CCOC(=O)C1=C(C(C)=O)C(c2cccnc2)C(C#N)=C(N)O1 (centres undefined)
  9	9	10	3	7	3	3	6	2
- O=C(Cc1ccc(Cl)cc1)Nc1ccccn1
  0	-3	13	6	2	11	-2	0	-10
- COc1ccccc1-n1c(-c2ccccc2)n[nH]c1=S
  1	-3	4	4	-2	7	1	-4	1
- CC(C)C[C@H]1CN=C(N(C)C)N1CC1CCCC1
  -2	-3	-3	-3	-1	8	4	1	2
- O=C(Oc1ccc(-c2ccccc2)cc1)N1CCCCC1
  3	10	6	0	-4	3	44*	-6	-4
- C#CCNC(=O)C1=C[C@H](c2ccc(C(F)(F)F)cc2)C[C@H](OCc2ccc(CO)cc2)O1
  -3	9	4	8	-4	10	2	-3	11
- CSc1ccccc1OC1CCN(Cc2ccccc2)CC1
  -8	-3	-1	0	-1	8	1	-3	8
- CCOc1ccc(N(CC(=O)N2CCN(c3ccccc3F)CC2)S(=O)(=O)c2c(C)noc2C)cc1
  4	8	5	7	2	13	1	2	-6
- C=CCNC(=S)N1CCC(C(=O)c2ccc(Cl)cc2)CC1
  3	-4	3	1	1	5	5	0	-12
- O=CNCCCc1nc2ccccc2n1Cc1ccccc1
  -5	-4	1	3	-4	5	2	-2	0
- COc1ccccc1CNC(=S)Nc1ccc2nc(N3CCN(C)CC3)cc(C)c2c1
  3	11	1	-7	1	9	11	4	40
- Cc1ccc(NC(=O)C2CCN(S(=O)(=O)c3ccc(F)cc3)CC2)cc1
  2	11	1	2	-3	3	-4	1	-24
- Cn1ccnc1C(OC(=O)c1ccccc1)C(F)(F)F (centres undefined)
  -2	3	1	-1	-3	0	-5	3	21

(more compounds)
Each structure is followed by: LYPLA2 counter	PME-1 primary	PAFAH1B2 FP inh	GSTO1 inh	LYPLA1 inh	PAFAH1B3 inh	pPAFAH inh	PAD4 inh	PREPL inh
- COc1ccc(-c2cn[nH]c2-c2ccc(OC)cc2O)cc1
  10	1	2	7	-4	4	5	-1	-12
- Cc1cccc(Nc2nc(-c3ccc4c(c3)OCCO4)cs2)c1
  4	8	-5	4	3	5	6	-3	4
- Cc1cc(C)c(NC(=O)c2c[nH]c(=S)n2-c2ccc(F)cc2)c(C)c1
  7	4	6	8	0	7	6	4	7
- O=C(C1=C[C@@H](c2coc3ccccc3c2=O)C[C@@H](OCCCCO)O1)N1CCOCC1
  -6	4	0	-1	2	10	8	-6	9
- COc1ccc(N2C(=O)CCC(C(=O)O)C2c2ccc(OC)c(OC)c2)cc1 (centres undefined)
  -3	4	9	6	1	13	1	0	12
- CC(NC(=O)Cn1cnc2c1c(=O)n(C)c(=O)n2C)c1ccccc1 (centres undefined)
  1	-1	1	10	6	12	4	-2	-5
- CCOC(=O)C1=c2s/c(=C\c3cccnc3)c(=O)n2C(N)=C(C(=O)OC)C1c1cccnc1 (centres undefined)
  3	4	5	-3	1	-4	1	1	20
- CCOC(=O)C1=C2N(C)c3ccccc3N2CCC1=O
  4	3	2	2	4	4	2	-2	-10
- O=C(CSc1nnc(NC(=O)c2cccc(F)c2)s1)NC1CC1
  4	-5	8	-17	3	9	1	-3	-9
- CCOC(=O)C1CCN(Cc2cn(C)nc2-c2ccc(Oc3ccccc3)cc2)CC1
  4	-4	-1	-1	0	1	5	-1	11
- CCOc1cc(C#N)c(NC(=O)c2ccnn2C)cc1OCC
  -5	-1	4	-3	0	4	-1	1	-4
- O=C(CN1CCOCC1)N/N=C/c1cccc2ccccc12
  -4	-1	7	5	-2	5	0	-3	4
- CCC(C(=O)NC1CCCCCC1)c1ccccc1 (centres undefined)
  0	2	4	0	0	6	4	-5	-4
- CC(=O)NC(Cc1c[nH]c2ccccc12)C(=O)OCC(=O)N1CCCCCC1 (centres undefined)
  -6	-3	9	7	-5	6	2	-1	0
- COc1ccc(C(c2nnnn2Cc2cccs2)N2CCN(c3ccccc3)CC2)cc1OC (centres undefined)
  -6	-5	2	-4	-5	0	-5	-1	2
- Cc1ccc(C(=O)CNc2cccc(Cl)c2)cc1
  0	-4	2	-3	1	7	1	-1	3
- Cc1ccc(NC(=S)N2CCCC2)cc1
  -7	-4	9	9	0	-4	-1	-5	2
- Cc1c(CN2CCC(CO)(CCOc3ccccc3)CC2)c(=O)n(-c2ccccc2)n1C
  11	4	6	2	3	7	0	-4	0
- CCOC(=O)CSc1ccc2nnc(CCNS(=O)(=O)c3ccccc3)n2n1
  7	5	5	1	2	7	4	0	-3

Eleven compounds out of the list, arranged by heavy-atom count, highest first:
Each structure is followed by: LYPLA2 counter	PME-1 primary	PAFAH1B2 FP inh	GSTO1 inh	LYPLA1 inh	PAFAH1B3 inh	pPAFAH inh	PAD4 inh	PREPL inh
- COc1ccc(C(c2nnnn2Cc2cccs2)N2CCN(c3ccccc3)CC2)cc1OC (centres undefined)
  -6	-5	2	-4	-5	0	-5	-1	2
- CCOC(=O)C1=c2s/c(=C\c3cccnc3)c(=O)n2C(N)=C(C(=O)OC)C1c1cccnc1 (centres undefined)
  3	4	5	-3	1	-4	1	1	20
- Cc1c(CN2CCC(CO)(CCOc3ccccc3)CC2)c(=O)n(-c2ccccc2)n1C
  11	4	6	2	3	7	0	-4	0
- O=C(C1=C[C@@H](c2coc3ccccc3c2=O)C[C@@H](OCCCCO)O1)N1CCOCC1
  -6	4	0	-1	2	10	8	-6	9
- CC(=O)NC(Cc1c[nH]c2ccccc12)C(=O)OCC(=O)N1CCCCCC1 (centres undefined)
  -6	-3	9	7	-5	6	2	-1	0
- Cc1cc(C)c(NC(=O)c2c[nH]c(=S)n2-c2ccc(F)cc2)c(C)c1
  7	4	6	8	0	7	6	4	7
- O=C(CSc1nnc(NC(=O)c2cccc(F)c2)s1)NC1CC1
  4	-5	8	-17	3	9	1	-3	-9
- O=C(CN1CCOCC1)N/N=C/c1cccc2ccccc12
  -4	-1	7	5	-2	5	0	-3	4
- CCC(C(=O)NC1CCCCCC1)c1ccccc1 (centres undefined)
  0	2	4	0	0	6	4	-5	-4
- Cc1ccc(C(=O)CNc2cccc(Cl)c2)cc1
  0	-4	2	-3	1	7	1	-1	3
- Cc1ccc(NC(=S)N2CCCC2)cc1
  -7	-4	9	9	0	-4	-1	-5	2

Screening data (PubChem)

The list is partial; rates above refer to the full screens.
